PP5 inh = PP5 phosphatase inhibitors, primary screen, biochemical, fluorescence | Serine/threonine-protein phosphatase 5 (Homo sapiens), P53041 | purified PP5c, OMFP substrate fluorescence | inhibition, % at 6.7 µM | 320,000 tested, 0.18% active | AID 1987, 2009;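 active means inhibition above the campaign's mean inhibition across all tested compounds plus 3 SD, cut at about 9.5% in these data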;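 further: 0% = DMSO only and 100% = 100 µM cantharidin control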
Target sequence (P53041 whole entry, looked up): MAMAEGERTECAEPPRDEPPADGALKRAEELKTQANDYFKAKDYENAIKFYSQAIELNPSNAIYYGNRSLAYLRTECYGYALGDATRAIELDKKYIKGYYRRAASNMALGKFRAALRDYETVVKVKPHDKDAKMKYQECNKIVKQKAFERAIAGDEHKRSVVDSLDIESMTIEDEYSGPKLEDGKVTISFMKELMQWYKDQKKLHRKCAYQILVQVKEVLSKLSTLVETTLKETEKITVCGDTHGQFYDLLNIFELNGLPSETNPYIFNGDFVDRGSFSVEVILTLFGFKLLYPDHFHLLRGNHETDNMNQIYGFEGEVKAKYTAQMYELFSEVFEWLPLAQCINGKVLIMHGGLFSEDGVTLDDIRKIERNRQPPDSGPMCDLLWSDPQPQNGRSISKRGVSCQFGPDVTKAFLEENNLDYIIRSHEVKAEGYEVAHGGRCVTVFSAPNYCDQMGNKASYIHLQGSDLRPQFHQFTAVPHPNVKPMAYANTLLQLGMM
GASC-1 inh = inhibitors of GASC-1 histone demethylase, primary screen, biochemical, fluorescence, DELFIA europium; Lysine-specific demethylase 4C (Homo sapiens), Q9H3R0; GST-JMJD2C(1-420) H3K9me3 demethylation; inhibition, % at 2.35 µM; 330,000 tested, 0.069% active;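 active means more than half of a compound's replicate wells show inhibition beyond 50%, single wells judged on their own value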;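 further: signal counts dimethyl H3K9 product captured on neutravidin plate; 0% = median of DMSO wells and 100% = 0.3 times that DMSO median; strong numbers were not always called active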
Efflux pump inh = inhibitors of Candida efflux pumps in yeast, primary screen, S. cerevisiae, Nile Red, multiplex | S. cerevisiae Candida pump triplex | inhibition, % at 10 µM | 330,000 tested, 0.44% active;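 active means plate passing quality check with inhibition over a set limit, or well fluorescence over plate mean plus 4 SD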;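 further: Nile Red retained in pooled yeast measured as flow cytometry median fluorescence; 0% = buffer negative control and 100% = Enniatin B positive control; higher means more Nile Red kept so more efflux inhibition; some compounds called inactive have numbers as strong as hits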
core dimer inh = inhibitors of HCV core protein dimerization, primary screen, biochemical, TR-FRET, high-throughput. AID 1899, 2009. TR-FRET GST/Flag-core106 dimerization, 1536-well. inhibition, % at 5 µM. 300,000 tested, 0.33% active;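 active means inhibition above the mean of all tested compounds plus 3 SD, set per screening campaign, cut at about 45% in these data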
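System: GST-tagged and Flag-tagged HCV core protein residues 1-106 / Input: core106 proteins, GST 13.5 nM and Flag 17 nM / Buffer or medium: KF-containing HEPES buffer, pH 7.45, DTT, CHAPS, BSA / Probe or stimulus: Eu-anti-GST and XL665-anti-Flag labelled anti-tag antibodies / Schedule: 4 h, 22.5 °C incubation / Technique: TR-FRET 671 and 617 nm emission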
PP1 counter = PP1-alpha phosphatase inhibitors, primary screen, counter-screen for PP5 inhibitor project, biochemical, fluorescence, OMFP substrate, single point | Serine/threonine-protein phosphatase PP1-alpha catalytic subunit (Homo sapiens), P62136 | inhibition, % at 6.7 µM | 320,000 tested, 0.9% active | purified PP1alpha;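 active means inhibition above the mean inhibition of all tested compounds plus 3 SD, computed separately for each screening campaign, cut at about 15% in these data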
Target sequence (P62136 whole entry, looked up): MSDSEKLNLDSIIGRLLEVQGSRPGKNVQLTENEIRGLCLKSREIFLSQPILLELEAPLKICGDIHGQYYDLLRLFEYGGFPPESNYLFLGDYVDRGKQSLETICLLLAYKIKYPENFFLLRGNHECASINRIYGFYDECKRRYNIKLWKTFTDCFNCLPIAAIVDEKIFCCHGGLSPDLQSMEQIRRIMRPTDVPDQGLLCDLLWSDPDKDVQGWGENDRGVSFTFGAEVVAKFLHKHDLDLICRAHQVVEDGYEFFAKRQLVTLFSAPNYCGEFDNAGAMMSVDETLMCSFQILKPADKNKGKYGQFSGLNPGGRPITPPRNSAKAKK
TPT1 inhibitor = Candida albicans TPT1 enzyme inhibitors, primary screen, biochemical, fluorescence polarization; recombinant caTPT1, FP RNA substrate dephosphorylation; inhibition, % at 5 µM; 300,000 tested, 0.81% active;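 active means inhibition above the mean of all tested compounds plus 3 SD, set per screening campaign, cut at about 24% in these data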;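 further: plate controls were DMSO alone for no effect and ferristatin control at 100 nM for full effect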
LYPLA2 counter = LYPLA2 inhibitors, primary screen, counter-screen for PME1 inhibitor project, biochemical, fluorescence polarization, FP-Rh probe ABPP; recombinant LYPLA2; inhibition, % at 5.9 µM; 320,000 tested, 0.38% active;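 active means inhibition above the screen-wide mean plus 3 SD, limit set per campaign, cut at about 26% in these data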;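 further: 0% = LYPLA2 with DMSO and 100% = wells lacking LYPLA2 enzyme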
Target sequence (O95372 whole entry, looked up): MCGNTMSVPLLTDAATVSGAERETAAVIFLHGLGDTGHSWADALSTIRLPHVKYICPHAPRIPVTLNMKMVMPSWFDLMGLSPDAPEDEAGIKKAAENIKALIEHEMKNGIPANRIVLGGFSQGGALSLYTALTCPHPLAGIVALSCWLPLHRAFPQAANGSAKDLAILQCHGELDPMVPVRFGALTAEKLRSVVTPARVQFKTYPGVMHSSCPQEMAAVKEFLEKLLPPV
Fh CTSL1 inh = Fasciola hepatica cathepsin L1 inhibitors, primary screen, counter-screen for PFM18AAP inhibitor project, biochemical, QFRET, fluorogenic peptide substrate; recombinant F. hepatica cathepsin L1, Z-Leu-Arg-MCA fluorescence; inhibition, % at 5.96 µM; 300,000 tested, 0.49% active; AID 1906, 2009;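 active means inhibition above the mean of all tested compounds plus 3 SD, set per screening campaign, cut at about 17% in these data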;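 further: 0% = plate median of test compound wells and 100% = 1 µM Z-Phe-Ala-diazomethylketone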
PREPL inhibitor = PREPL enzyme inhibitors, primary screen, biochemical, fluorescence polarization; 320,000 tested, 0.68% active; Prolyl endopeptidase-like (Homo sapiens), Q4J6C6; inhibition, % at 5.96 µM; recombinant PREPL, fluorescence polarization activity-based probe; in the data active means inhibition above about 43%;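 further: 0% = enzyme with DMSO and 100% = wells lacking enzyme; many of its hits are not listed in these tables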
Numbers without * were called inactive; x = no result given. Not all compounds are listed; the hit share may differ from the screen's.

SMILES	PP5 inh	GASC-1 inh	Efflux pump inh	core dimer inh	PP1 counter	TPT1 inhibitor	LYPLA2 counter	Fh CTSL1 inh	PREPL inhibitor
N#C/C(=C1/CCCN1)c1ccccn1	-2.8	-11.7	-0.1	-0.6	-2.7	-1.8	5.2	2.5	2.7
CC(C)(C)C1CCC(OCC(O)CN2CCN(c3ccccn3)CC2)CC1 (configuration not stated)	1.8	-4.2	0.2	-2.8	1.8	4.8	-0.1	-0.2	-20.8
NCC/C=C1/c2ccccc2CSc2ccccc21	-4.1	7.2	0.3	-3.5	-7.5	2.1	-2.1	-1.2	-45.6
COc1cc2c(cc1OC)CN(Cc1ccc(C)cc1)CC2	0.7	-9.7	0.1	0.5	-1.0	-2.0	-0.2	-1.1	18.2
CCCCS(=O)(=O)/C=C/[C@H]1[C@H](S(=O)(=O)CCCC)[C@H]2C=C[C@@H]1C2	-0.5	17.0	0.0	2.6	1.0	1.5	4.2	-0.5	0.4
CC(=O)c1cccc(NC(=O)C(C)OC(=O)c2cc(=O)[nH]c3ccccc23)c1 (configuration not stated)	0.0	-7.9	-0.1	1.2	-4.4	-1.5	-0.2	-50.0	-8.4
CCn1c(SCC(=O)Nc2ccc3c(c2)n(C)c(=O)n3C)nnc1-c1ccncc1	-1.2	-3.2	1.7	4.7	2.2	-0.2	-0.7	0.9	2.1
CCC1CCCCN1C(=S)NC1CCCCC1 (configuration not stated)	-2.7	-5.4	-0.3	4.4	-4.1	0.8	0.9	-0.7	7.9
O=C(OCC(=O)c1c[nH]c2ccccc12)c1cccc([N+](=O)[O-])c1	0.7	x	-0.5	x	-0.7	x	-0.4	x	28.3
Cc1nc(N/C(N)=N/S(=O)(=O)c2ccc([N+](=O)[O-])cc2)nc2ccccc12	1.8	1.5	0.0	4.7	-0.5	-2.3	-7.5	-1.5	6.2
Cc1cc(NC(=O)Nc2ccccc2[N+](=O)[O-])no1	3.1	3.2	-0.2	1.9	-1.2	0.4	3.4	-0.1	4.9
CN(C)c1nc(N)nc(N(c2ccccc2)c2ccccc2)n1	1.4	29.9	0.0	-6.3	-0.3	-0.1	3.6	0.1	-0.5
O=C(CNC(=O)C1CCCCC1)NNC(=O)c1ccccc1Br	0.8	0.4	0.1	-7.5	1.5	1.6	2.4	-2.6	-1.3
CC(C)CCC(C)NC(=O)Cc1ccc(S(=O)(=O)N2CCOCC2)s1 (configuration not stated)	-0.2	-6.3	0.0	-1.1	-1.9	-1.1	5.0	-1.0	-1.1
O=C(NCc1cccc(Cl)c1)c1ccc(CS(=O)Cc2ccccc2Cl)o1 (configuration not stated)	3.1	-8.0	0.1	-1.4	-1.3	-1.7	-3.1	-1.1	-22.6
COc1ccc(C2=CSC3=NCCN23)cc1Br	-0.6	6.1	0.0	2.8	-1.1	2.5	0.7	0.8	0.2
CN1C(=O)C(CC(=O)Nc2ccccc2F)N(NC(=O)c2ccc(Br)cc2)C1=S (configuration not stated)	1.1	12.7	0.0	-4.6	-0.3	-2.1	2.3	2.7	-2.0
COc1ccc(-c2cc(C(F)(F)F)n3nc(C(=O)NCCN4CCOCC4)cc3n2)cc1	-1.2	-1.5	0.0	1.1	4.1	-2.1	-0.1	-3.3	-1.8
CCCCOc1ccc(C(=O)NCC(=O)N2CCN(C(=O)c3ccco3)CC2)cc1	2.1	-13.2	0.0	3.3	-8.5	-2.6	3.8	-0.9	-3.5
N/C(CC(=O)Nc1ccc(F)cc1F)=N\OC(=O)c1cccs1	-0.3	-43.6	0.1	2.3	-6.5	3.0	-0.3	-1.7	3.7
CCOc1cccc(OCCn2cnc3ccccc3c2=O)c1	3.4	-1.1	0.2	-3.4	-1.0	5.1	1.0	-1.8	-19.6
COc1ccccc1N1CCN(C(=O)C(C)N(c2ccccc2)S(C)(=O)=O)CC1 (configuration not stated)	1.1	139.9	0.1	-1.4	0.0	-2.6	2.0	-2.2	8.3
CN(CC(=O)N1CCN(Cc2ccccc2)CC1)S(=O)(=O)c1cccc2nsnc12	3.1	3.9	-0.1	0.6	1.1	-0.2	-6.9	1.8	3.4
CS(=O)(=O)N1CCN(CC(=O)NC2CCCC2)CC1	-1.4	10.1	0.0	0.1	-0.2	-3.6	0.6	-0.9	12.4
O=[N+]([O-])c1ccc(Cl)c(S(=O)(=O)Nc2ccc(S(=O)(=O)N3CCOCC3)cc2)c1	1.4	-1.5	0.0	-8.5	1.4	-0.8	-0.1	-0.4	-5.1
SMILES	PP5 inh	GASC-1 inh	Efflux pump inh	core dimer inh	PP1 counter	TPT1 inhibitor	LYPLA2 counter	Fh CTSL1 inh	PREPL inhibitor
CCCCOCCCNC(=O)c1c(-c2ccccc2)noc1C	2.3	28.8	-0.3	-4.2	-2.8	-3.7	2.2	-3.2	9.3
CCN(c1cccc(C)c1)S(=O)(=O)c1ccc(-c2ccc(=O)[nH]n2)o1	-0.9	-9.5	0.4	1.9	4.1	-4.9	-5.5	-6.5	3.3
COC(=O)c1ccccc1OC(=O)c1cc[n+]([O-])cc1	2.8	8.1	0.1	1.6	-2.3	-2.5	0.4	0.0	-3.5
O=C(CSc1nc2sc3c(c2c(=O)[nH]1)CCC3)NCCO	0.7	-1.8	0.0	-2.0	-0.6	-5.4	-3.9	1.2	1.5
O=C(NCCNCc1ccccn1)c1ccco1	1.9	-1.9	-0.5	-12.2	1.0	-1.8	5.4	-3.4	-9.5
Cc1noc(C)c1S(=O)(=O)N1CCC(C(=O)Nc2ccc(Br)cc2)CC1	2.0	-1.9	0.0	7.7	-2.1	1.7	-2.5	-4.1	-0.7
CCC(C)(C)C1CCC(=NNS(=O)(=O)c2ccc(C)c([N+](=O)[O-])c2)CC1 (configuration not stated)	-2.0	-3.0	0.6	-2.2	-4.5	2.2	-3.8	3.5	7.6
COc1ccc(S(=O)(=O)Oc2c(OC)cc(C(=S)N3CCOCC3)cc2OC)cc1	-0.7	-6.8	-0.1	9.7	0.8	-2.9	-3.4	0.3	-2.2
CCOC(=O)N/N=C(\c1ccccc1)C(O)c1ccccc1 (configuration not stated)	1.9	-0.8	-0.1	3.0	-4.0	0.1	9.4	-2.2	5.4
O=C(Nc1cccc(F)c1)C1CCN(C(=O)Cc2ccccc2)CC1	-0.5	7.1	0.0	0.1	-5.1	1.4	2.5	2.5	5.5
CC(=O)NN1C(=O)c2ccccc2NC1c1ccccc1F (configuration not stated)	4.5	1.9	0.1	-2.6	-5.1	-3.5	-2.9	-5.3	-4.7
CC(C)Oc1ccc(CCc2n[nH]c(=S)n2Cc2ccccc2)cc1	3.1	-3.8	0.0	5.2	-0.8	-1.7	0.9	5.0	1.9
COc1ccc(OC)c(CCNC(=O)C(=O)Nc2ccc3nc4n(c(=O)c3c2)CCCCC4)c1	2.0	-0.1	0.2	5.3	-2.1	-2.0	-2.4	-1.4	-3.6
COc1ccc([N+](=O)[O-])cc1-n1cnnn1	-0.8	5.2	-0.3	-5.1	-2.9	-2.2	10.4	3.0	-0.1
CCN(CC)S(=O)(=O)c1ccc(C(=O)OCCN2C(=O)c3cccc4c(N5CCOCC5)ccc(c34)C2=O)cc1	3.6	2.4	-0.3	-1.3	-0.3	4.9	5.9	1.2	11.3
CCCCCC(=O)Nc1ccc(S(=O)(=O)NC2=NCCCCC2)cc1	-0.6	-10.7	0.1	x	0.0	x	3.0	x	2.2
Cc1ccccc1-n1ncc2c1CC(C)(C)CC2NC(=O)CCC1=NNC(=O)CC1 (configuration not stated)	3.1	x	0.1	-15.6	0.3	-0.5	6.9	-1.0	1.1
O=C(c1ccco1)N1CCN(C(=O)c2cn(-c3ccccc3)nc2-c2ccccc2)CC1	0.2	2.7	-0.2	x	-5.8	x	-2.1	x	-4.5
Fc1ccccc1-c1nc(NC2CCCC2)c2ccccc2n1	2.4	-3.1	-0.2	4.8	0.2	-3.8	7.8	-1.7	7.5
O=C1c2ccccc2C(=O)N1CCCc1nc(-c2cccnc2)no1	-1.3	-9.9	0.0	-4.7	-2.9	-4.0	3.0	-1.8	12.5
CCn1ncc(C2=NOC(C(=O)NCc3ccccc3)C2)c1C (configuration not stated)	-1.5	3.3	-0.2	-3.5	2.0	-2.3	-1.8	-2.3	2.7
O=C(CN1CCSC1=O)N1CCN(S(=O)(=O)c2ccc(Cl)cc2)CC1	0.2	18.5	0.0	x	-0.3	x	5.9	x	9.3
CC1CC(C)CN(C(=O)c2ccc3c(c2NCCO)C(=O)c2ccccc2C3=O)C1 (configuration not stated)	0.7	-7.1	0.4	-35.4	0.6	-4.5	5.3	1.9	55.6*
CCOCCCNC(=O)CCCC1=NS(=O)(=O)c2ccccc2N1	0.4	-1.6	-0.3	-0.1	2.7	-1.2	1.2	1.9	1.3
Cc1sc(NC(=O)c2cccc(N3C(=O)CCC3=O)c2)nc1-c1ccccc1	6.0	-25.4	-0.1	3.0	-0.2	-0.9	0.3	3.4	-14.9

Ordered by value in Efflux pump inh (descending): some entries from above
smiles	PP5 inh	GASC-1 inh	Efflux pump inh	core dimer inh	TPT1 inhibitor	PREPL inhibitor
CCN(c1cccc(C)c1)S(=O)(=O)c1ccc(-c2ccc(=O)[nH]n2)o1	-0.9	-9.5	0.4	1.9	-4.9	3.3
CC(C)Oc1ccc(CCc2n[nH]c(=S)n2Cc2ccccc2)cc1	3.1	-3.8	0.0	5.2	-1.7	1.9
Cc1sc(NC(=O)c2cccc(N3C(=O)CCC3=O)c2)nc1-c1ccccc1	6.0	-25.4	-0.1	3.0	-0.9	-14.9

(next part)
SMILES	PP5 inh	GASC-1 inh	Efflux pump inh	core dimer inh	PP1 counter	TPT1 inhibitor	LYPLA2 counter	Fh CTSL1 inh	PREPL inhibitor
NC(=O)C1CCN(C(=O)OCc2ccccc2)CC1	2.0	-11.6	0.1	1.0	-3.0	0.9	8.3	-4.1	10.2
Cn1cnnc1SCC(=O)NNC(=O)COc1ccc(Br)cc1	0.8	x	-0.1	-4.7	2.4	-4.8	6.8	-4.2	13.8
O=C(COC(=O)CSc1ccc2ccccc2c1)NC1CCCC1	1.7	0.2	25.0*	0.0	-5.8	-0.4	-9.2	-10.8	14.7
COc1cc(/C=N/S(=O)(=O)c2ccccc2)cc(OC)c1O	1.6	1.4	-0.2	-9.6	-1.4	-3.6	1.3	3.0	4.3
CC(C)N(Cc1ccccc1)C(=S)Nc1ccccc1F	-0.6	-3.0	0.1	1.6	-3.0	0.0	-9.3	0.5	-4.5
Cc1ccccc1Nc1nc(N)nc(CN(C)c2ccccc2)n1	0.0	11.9	0.1	-0.2	-0.5	-0.8	-3.8	2.5	19.1
O=C(c1cc(COc2c(F)cccc2F)on1)N1CCSCC1	-2.4	2.0	-0.1	0.8	-0.6	3.6	11.6	-2.1	-1.8

Screening data as filed in PubChem BioAssay.
